KAT2A inh: blocks human GCN5L2 histone acetyltransferase; Q92830; GCN5L2 HAT assay, ThioGlo1 CoA-SH fluorescence; Potency, µM (top dose mostly 58.9 µM), without a hit: at the top dose activity change, negative = inhibition, most hits filed as inhibitors; 390,000 compounds, 0.21% hits
Target sequence (Q92830 whole entry, looked up): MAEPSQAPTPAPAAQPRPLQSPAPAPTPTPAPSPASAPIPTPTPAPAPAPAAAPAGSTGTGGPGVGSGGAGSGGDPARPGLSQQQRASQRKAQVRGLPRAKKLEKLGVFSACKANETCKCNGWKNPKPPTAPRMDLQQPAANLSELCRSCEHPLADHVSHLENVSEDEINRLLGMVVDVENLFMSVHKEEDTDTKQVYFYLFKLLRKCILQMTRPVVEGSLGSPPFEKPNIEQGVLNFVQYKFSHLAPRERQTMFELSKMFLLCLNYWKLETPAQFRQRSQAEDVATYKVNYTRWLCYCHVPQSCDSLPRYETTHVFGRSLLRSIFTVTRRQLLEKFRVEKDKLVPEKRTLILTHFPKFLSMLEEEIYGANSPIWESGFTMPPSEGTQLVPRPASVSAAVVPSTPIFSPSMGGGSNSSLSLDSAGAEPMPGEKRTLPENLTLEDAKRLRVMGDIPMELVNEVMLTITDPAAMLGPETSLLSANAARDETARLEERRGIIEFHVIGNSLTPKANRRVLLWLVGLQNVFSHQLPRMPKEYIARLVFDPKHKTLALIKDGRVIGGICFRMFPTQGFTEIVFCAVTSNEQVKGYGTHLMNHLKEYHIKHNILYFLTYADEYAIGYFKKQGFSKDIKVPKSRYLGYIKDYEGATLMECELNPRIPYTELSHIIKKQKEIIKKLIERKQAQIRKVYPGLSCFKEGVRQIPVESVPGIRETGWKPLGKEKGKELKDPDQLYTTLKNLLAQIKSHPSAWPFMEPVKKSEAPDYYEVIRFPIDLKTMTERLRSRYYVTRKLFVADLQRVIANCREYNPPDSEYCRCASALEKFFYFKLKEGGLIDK
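GCN5L2 (20 nM) in 50mM HEPES pH 7.5, 0.1mM EDTA, 0.01% Tween-20 preincubated 15 min with compounds at room temperature. Reaction started with H3(1-25) 75uM, acetyl-CoA 70uM, ThioGlo1 50uM; CoA-thiol fluorescence (Ex340/Em540) read at 0 and 20 min.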
TDP1 cell noCPT: qHTS for Inhibitors of human tyrosyl-DNA phosphodiesterase 1 (TDP1): qHTS in cells in absence of CPT; DT40 Tdp1-/- hTDP1 cells, no CPT, ATP luminescence, 48 h; Potency, µM (highest dose often 46.2 µM), for the others: top-dose activity change, negative = growth inhibition, most hits filed as inhibitors; 420,000 compounds, 15% hits; AID 686978, 2013; note: nearly all actives have a fitted effect of over 55% in size
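Stably hTDP1-transfected Tdp1-null chicken DT40 cells were treated with library compounds minus camptothecin and grown for at least 48 hr at 37 °C, after which cellular ATP was quantified by luminescence.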
DT40 TDP1 CPT: DT40-hTDP1 cell growth loss with CPT; chicken DT40 Tdp1-/-;hTDP1 cells + 20 nM CPT, ATP luminescence, 48 h; Potency, µM (doses to about 46.2 µM), for the others: top-dose activity change, negative = growth inhibition, usual class: inhibitors; 420,000 compounds, 12% hits; note: nearly all actives have a fitted effect of over 55% in size
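Chicken DT40 Tdp1-/- cells complemented with human TDP1, 400 cells/well, exposed to compounds plus 20 nM camptothecin for at least 48 h at 37 C; viability read as ATP content by CellTiter-Glo luminescence.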
* = called active by the depositor; ? = inconclusive; · = not tested or not shown; & = joins results of further samples; [ ] = dose if it differs, or a comment. Calls come from the whole dose curve; as a rule, active = well fitted curve in the direction sought with a large enough effect; inconclusive = small, poorly fitted or top-dose-only effect, or another doubt; inactive = no such curve, though single readings can be large; an effect the other way counts as inactive or inconclusive. % is set by controls: 0 for no effect and ±100 for the full control effect; potency is the fitted concentration of half-maximal effect. Compounds as they come; overall some 18% were active at least once.

SMILES | KAT2A inh | TDP1 cell noCPT | DT40 TDP1 CPT
Cc1ccc(CCNC(=O)C2CC(c3cc(C(F)(F)F)cc(C(F)(F)F)c3)=NO2)cc1 (stereo not given) | -2% | ? | ?
COc1ccc2cc(C(=O)C3CCCN(Cc4cnc(N5CCOCC5)s4)C3)ccc2c1 (stereo not given) | -28% | 18µM* | ?
CCOc1ccc(NC(=O)c2c(NC(=O)Cc3ccccc3)sc3c2CCC(C)C3)cc1 (stereo not given) | ? | 21µM* | 16µM*
C[n+]1ccc(/C=C/c2ccc(Br)cc2)cc1 | -21% | -12% | 2%
CCN(c1ccccc1)S(=O)(=O)c1cccc(C(=O)NCCN2CCOCC2)c1 | -4% | 13% | -7%
C=C(C)CNC(=S)NNC(=O)CCn1c2ccc(Cl)cc2c2cc(Cl)ccc21 | -16% | ? | ?
Cc1ccc(-c2nc(CS(=O)(=O)CC(=O)N3CCCCCC3)c(C)o2)cc1 | -7% | ? | ?
COc1cccc(Nc2ccc(-n3ccnc3)nn2)c1 | -3% | 6% | 14%
CN(C)S(=O)(=O)c1cc(NC(=O)COC(=O)CC2Sc3ccccc3NC2=O)ccc1Cl (stereo not given) | -9% | 0% | 7%
COc1cccc2cc(C(=O)NCCc3ccccc3)c(=O)oc12 | -20% | 4% | 3%
Cc1cccc(NC(=O)CN2CCN(C(=O)c3cc(C4CC4)nn3-c3ccccc3)CC2)c1C | · | ? | 5%
Cc1ccccc1NC(=O)CN1C(=O)NC2(CCCCC2)C1=O | ? | -7% | 8%
NNC(=O)Cc1cc(=O)[nH][nH]1 | · | ? | -8%
COc1ccc(N=C2C(=O)N3c4c(cccc42)C(C)=CC3(C)C)cc1 | 3% | 2.6µM* | 5.2µM*
CN(Cc1ccc2c(c1)CCCN2C)C(=O)[C@H]1O[C@@H](n2cnc3c(N)ncnc32)[C@H](O)[C@@H]1O | · | ? | -27%
COC(=O)c1c(C)oc2ccc(NS(=O)(=O)c3cc(OC)ccc3OC)cc12 | 1% | 10µM* | 10µM*
O=[N+]([O-])c1cc([N+](=O)[O-])c(Oc2cc(F)ccc2F)cc1NN1CCCCC1 | 1% | ? | ?
CCC(C(=O)NN1C(=O)c2ccccc2C1=O)c1ccccc1 (stereo not given) | -10% | 19% | 1%
Cc1c(C)n(Cc2ccccc2)c2ccc(C(=O)NCCCN3CCOCC3)cc12 | -1% | ? | ?
Cc1[nH]n(-c2ccccc2)c(=O)c1C=NCC1CCCO1 (stereo not given) | -8% | -13% | -1%

6 of the compounds above, as a markdown table.
| canonical_smiles | KAT2A inh | TDP1 cell noCPT | DT40 TDP1 CPT |
| --- | --- | --- | --- |
| CCOc1ccc(NC(=O)c2c(NC(=O)Cc3ccccc3)sc3c2CCC(C)C3)cc1 (stereo not given) | ? | 21µM* | 16µM* |
| C[n+]1ccc(/C=C/c2ccc(Br)cc2)cc1 | -21% | -12% | 2% |
| CCN(c1ccccc1)S(=O)(=O)c1cccc(C(=O)NCCN2CCOCC2)c1 | -4% | 13% | -7% |
| C=C(C)CNC(=S)NNC(=O)CCn1c2ccc(Cl)cc2c2cc(Cl)ccc21 | -16% | ? | ? |
| Cc1ccc(-c2nc(CS(=O)(=O)CC(=O)N3CCCCCC3)c(C)o2)cc1 | -7% | ? | ? |
| COc1cccc(Nc2ccc(-n3ccnc3)nn2)c1 | -3% | 6% | 14% |

Other records follow.
SMILES | KAT2A inh | TDP1 cell noCPT | DT40 TDP1 CPT
CCOC(=O)c1sc(NC(=S)NC(=O)c2cccc(OC)c2)nc1C | -14% | -16% | 2%
CCC(C)c1ccc(NC(=O)NCc2cccnc2)cc1 (stereo not given) | -4% | -25% | -21%
Cc1cc(Cl)c2oc(C(=O)N3CCN(C(=O)c4ccco4)CC3)c(C)c2c1 | -3% | ? | 16µM*
CCn1cc(C(=O)OCC(=O)Nc2c(C)n(C)n(-c3ccccc3)c2=O)c(=O)c2ccc(C)nc21 | -7% | -2% | 1%
CCC1=Nc2cc(C(=O)NCc3ccccc3OC)ccc2Sc2ccc(Cl)cc21 | -2% | ? | ?
CC(OC(=O)/C=C/c1ccc2ccccc2n1)C(=O)Nc1ccc(S(N)(=O)=O)cc1 (stereo not given) | -2% | ? | -26%
O=C(CSc1nc2ccccc2c(=O)n1-c1ccccc1)NCC1CCCO1 (stereo not given) | -10% | ? | -27%
Cc1ccc(C(=O)Nc2nnc(-c3ccco3)o2)cc1C | 0% | 15µM* | 23µM*
O=S(=O)(NCc1ccco1)c1cccc2cccnc12 | -4% | 1% | -2%
Cc1cccc(NC(=O)c2ccc3nccnc3c2)c1C | -7% | ? | ?
O=C(C[C@H]1C[C@H](C(=O)N2CCOCC2)[C@@]2(CCC3CCCC3)c3[nH]c4cc(-c5ccco5)ccc4c3CCN2C1=O)NCc1ccco1 | -10% | 16µM* | ?
COC(=O)c1cnc(SCc2ccc(Cl)cc2)n1C | -12% | -24% | -2%
O=C(c1ccco1)N1CCC2(CCN(Cc3nccs3)CC2)CC1 | -3% | -13% | 1%
O=C(c1[nH]c(C(F)(F)F)nc1-c1ccccc1)N1CCN(c2ncccn2)CC1 | · | ? | 29µM*
Cc1ccc(NC(=O)c2cccc3c(=O)c4c([nH]c23)CCCC4)c(C)c1 | -5% | ? | ?
O=C(COC(=O)c1ccc([N+](=O)[O-])o1)c1ccccc1 | 0% | -2% | 1%
COc1ccc(CCNC(=O)Cn2cnc3c(nnn3Cc3ccc(C)cc3)c2=O)cc1OC | -7% | -13% | -28%
COc1cccc(N2C(=O)c3ccncc3C2=O)c1 | 1% | 11% | 2%
O=C(COc1ccccc1)NCc1ccc2c(c1)CCN2C(=O)c1ccc(F)cc1 | -6% | ? | 16µM*
COc1ccc(CCNC(=O)CCc2c(C)nc3c(c(C)nn3-c3ccc(C)c(C)c3)c2C)c(OC)c1OC | 2% | ? | 1%

3 compounds drawn at random from those above:
SMILES | KAT2A inh | TDP1 cell noCPT | DT40 TDP1 CPT
O=C(c1ccco1)N1CCC2(CCN(Cc3nccs3)CC2)CC1 | -3% | -13% | 1%
Cc1ccc(C(=O)Nc2nnc(-c3ccco3)o2)cc1C | 0% | 15µM* | 23µM*
O=C(c1[nH]c(C(F)(F)F)nc1-c1ccccc1)N1CCN(c2ncccn2)CC1 | · | ? | 29µM*

More compounds.
SMILES | KAT2A inh | TDP1 cell noCPT | DT40 TDP1 CPT
C/C=C/C(=O)OCC(=O)Nc1ccc(C)c(S(=O)(=O)N(C)C)c1 | 1% | -8% | -25%
Nc1nc(NC(=O)CCCC(=O)O)nn1-c1ccccc1 | -3% | 5% | -8%
CC(=O)c1cccc(NC(=O)c2csc(-n3nc(C)cc3C(F)(F)F)n2)c1 | ? | -22% | -20%
COc1ccc2c(C(=O)c3ccc(C)cc3)n(CCC(N)=O)[n+]([O-])c2c1 | 6% | -13% | -9%
N#Cc1cc(-c2ccccc2)nnc1Oc1ccccc1Cl | -15% | -17% | -7%
CCOc1ccc(S(=O)(=O)NCc2ccncc2)cc1 | 0% | 0.52µM* | 0.46µM*
COc1cc(C(=O)O)c([N+](=O)[O-])c(OC)c1OC | -2% | 10% | 0%
COc1cccc(NC(=O)CN(C)S(=O)(=O)/C=C/c2ccccc2)c1 | -6% | -4% | -5%
Cc1nnc(SCC(=O)NNC(=O)c2ccc(Cl)cc2)s1 | -1% | 0% | 14%
COC(=O)c1ccccc1NC(=O)N1CCN(c2ccccc2F)CC1 | -7% | -29% | -22%
N#Cc1cnn2c(=O)[nH]cnc12 | · | -22% | 1%
CN(C)c1ccc(/C=N/NC(=O)c2ccccc2O)o1 | -3% | 4% | 8%
CCOC(=O)c1ccc(N=c2sc(C(=O)OC)cc(=O)n2CCCN2CCOCC2)cc1 | -16%&-1% | 15µM* | 15µM*
Cc1ccc(-n2c(C)cc(C(=O)OCC(=O)N3CCOCC3)c2C)cc1 | 4% | -12% | -4%
CCc1cn(S(=O)(=O)c2ccccc2OC)nc1N | -5%[0.501 µM] | -4% | -4%
Cc1nnc(SCC2=C(C(=O)O)N3C(=O)C(NC(=O)Cn4cnnn4)[C@@H]3SC2)s1 (stereo not given in full) | -5% | 1% | 8%
CCOC(=O)c1cnc2c(C)c(Cl)ccc2c1NCCc1ccc(OC)c(OC)c1 | -8% | 16µM* | ?
CN(C)CCNC(=O)c1ccc2nc([C@@H]3O[C@H](CO)[C@H](O)[C@H](O)[C@H]3O)[nH]c2c1 | · | 1% | 13%
COc1ccc(C(=O)OCC(=O)NCC2CCCO2)cc1 (stereo not given) | -5% | -5% | 10%
Cc1ccn2c(C(=O)CSc3ccc(Cl)cc3)c(C)nc2c1 | 0% | 21µM* | 23µM*
CC(C)(C)C(c1nc2ccccc2[nH]1)n1c(-c2ccco2)nc2ccccc21 (stereo not given) | · | 20% | 15%
CCOc1ccc(NC(=O)Cn2c(=O)oc3ccccc32)cc1 | -4% | -22% | -15%
Cc1cccc(C)c1NC(=O)C1CCCN1S(=O)(=O)c1ccc(-c2ccc(=O)[nH]n2)s1 (stereo not given) | 3% | ? | ?
COc1ccc(C(=O)NCC(c2ccco2)N2CCc3ccccc3C2)c(OC)c1 (stereo not given) | · | 8.2µM* | 23µM*
CCN(C[C@H]1N[C@@](Cc2ccccc2)(C(=O)OC)[C@H]2C(=O)N(Cc3ccccc3)C(=O)[C@@H]12)S(=O)(=O)c1ccc(OC)cc1 | ? | ? | ?
CC(=O)c1ccc(NC(=O)c2nc3ccccc3n(C)c2=O)cc1 | -6% | -25% | -27%
COc1ccc(CNS(=O)(=O)c2ccc(OC)cc2)cc1 | -2% | -7% | 5%
C[C@H](CO)N1C[C@H](C)[C@@H](CN(C)C(=O)NC2CCCCC2)Oc2ccc(NC(=O)NC3CCCCC3)cc2C1=O | 1% | -9% | -17%
CCCc1[nH]nc2c1C(c1ccc(OCCN3CCOCC3)c(OC)c1)C(C#N)=C(N)O2 (stereo not given) | -9% | -4% | -7%
c1ccc(Oc2nc(N3CCOCC3)nc(N3CCOCC3)n2)cc1 | -5% | -22% | ?
Nc1nc(SCC(=O)NCC2CCCO2)[nH]c(=O)c1NC(=O)c1ccco1 (stereo not given) | -4% | 6% | -4%
CC(C)(C)/C(O)=C/c1nc2ccccc2[nH]c1=O | -4% | -8% | -1%
CN(Cc1ccccc1)S(=O)(=O)c1ccc(Cl)c(C(=O)N2CCC2)c1 | -7% | ? | ?
N#Cc1cnc(N)c(Br)c1 | -6% | -18% | -16%
CC(C)=CCC/C(C)=C/CNC(=O)CC1C[C@H](C(=O)N2CCOCC2)[C@@]2(C)c3[nH]c4ccccc4c3CCN2C1=O (stereo not given in full) | -8% | 12µM* | 13µM*
CCNC(=S)Nc1cc(C)ccn1 | -4% | 8% | 10%
COc1ccc(Cn2ccc3nc(C)c(C(=O)N4CCN(c5ccc(OC)cc5)CC4)cc3c2=O)cc1 | -4% | 23µM* | 23µM*
O=C(COC(=O)c1ccc(Br)cc1)Nc1ccccc1Br | 1% | 0% | 13%
CC(NC(=O)C(=O)Nc1c2c(nn1-c1ccc(F)cc1)CSC2)c1ccccc1 (stereo not given) | 1% | 8.2µM* | -86%
COCCN1C(=O)c2ccccc2C1c1nc2ccccc2[nH]1 (stereo not given) | · | 10% | 5%
Cc1nn(CC(=O)Nc2ccc(S(N)(=O)=O)cc2)c(=O)c2ccccc12 | 22% | -4% | 17%
NC(=O)NC(=O)COC(=O)c1ccc(Cl)c(S(=O)(=O)N(Cc2ccccc2)c2ccc(Cl)cc2)c1 | -12% | -1% | -4%
COc1ccc(C(=O)Nc2cc3c4c(c2)CC(=O)N4CCC3)c(OC)c1 | -20% | ? | ?
CCOC(=O)C(Cc1ccccc1)(Cc1ccccc1)C(C)=O | 0% | -21% | 1%
Cc1ccc(S(=O)(=O)N2CCC(C(=O)Nc3ncccc3O)CC2)cc1 | 0% | 16% | 14%
CCCc1c(-c2ccc(Cl)cc2)ncn1Cc1cccc(-c2ccccc2)c1 | · | 3.3µM* | 5.2µM*
Cn1c(SCC(=O)N2CCN(S(=O)(=O)c3ccc(Cl)cc3)CC2)nc2ccccc21 | -9% | ? | -9%
COc1ccc(OC)c(NC(=O)Nc2nnc(COCCO)s2)c1 | · | 0% | -24%
O=C(OCC(=O)N(C1CCCCC1)C1CCCCC1)c1ccncc1 | 2% | -21% | -8%
Cc1ccc(OCCCC(=O)N2CCN(S(=O)(=O)c3cccc(F)c3)CC2)cc1 | -12% | -17% | -15%
Cc1ccc(C(c2nnnn2Cc2ccccc2)N2CCN(Cc3ccccc3)CC2)cc1 (stereo not given) | -13% | 16µM* | ?
Cc1ccc2cc(CN(CCCN3CCOCC3)C(c3nnnn3Cc3ccco3)C(C)C)c(=O)[nH]c2c1C (stereo not given) | · | ? | ?
COc1ccc(C2=CSC(/N=C/c3ccc(F)cc3)=NN2)cc1 | -14% | -13% | ?
